RORgamma inh = qHTS for inhibitors of ROR gamma transcriptional activity | Nuclear receptor ROR-gamma (Mus musculus), P51450 | Drosophila S2 Gal4-RORgamma UAS-luciferase reporter, 20 h | Potency, µM (highest dose often 53.6 µM), inactives show at the highest dose activity change, negative = inhibition, usual class: inhibitors | 310,000 compounds, 5.4% hits | AID 2551, 2010; note: potency is the fitted concentration of half-maximal effect; % is set by controls: 0 for no effect and ±100 for the full control effect; nearly all actives have a fitted effect of over 60% in size
Target sequence (P51450 whole entry, looked up, the tested form may be a part): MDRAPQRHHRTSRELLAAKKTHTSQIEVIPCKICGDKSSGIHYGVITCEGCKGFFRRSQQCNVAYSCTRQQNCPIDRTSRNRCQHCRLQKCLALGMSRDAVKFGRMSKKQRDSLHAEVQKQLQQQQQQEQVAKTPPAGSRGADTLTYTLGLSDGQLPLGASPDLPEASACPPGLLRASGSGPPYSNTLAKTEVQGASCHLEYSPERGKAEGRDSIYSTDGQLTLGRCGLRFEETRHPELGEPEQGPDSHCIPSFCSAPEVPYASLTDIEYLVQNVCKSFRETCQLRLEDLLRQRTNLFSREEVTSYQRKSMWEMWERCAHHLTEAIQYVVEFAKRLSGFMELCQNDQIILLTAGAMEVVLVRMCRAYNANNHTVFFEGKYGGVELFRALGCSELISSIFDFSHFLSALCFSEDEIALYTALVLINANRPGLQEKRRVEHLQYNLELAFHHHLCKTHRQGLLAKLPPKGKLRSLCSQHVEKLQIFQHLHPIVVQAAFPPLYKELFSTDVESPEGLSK
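Stable Schneider cell line, Gal4 DNA-binding domain fused to ROR gamma, UAS-luciferase. Cmpd 1 hr RT → CuSO4 700 uM final → 20 hr RT → luciferase reagent 10 min → luminescence.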
KCNH2 3.1 block = qHTS for Inhibitors of KCHN2 3.1: Mutant qHTS; 340,000 compounds, 0.95% hits; U2OS KCNH2 3.1, thallium flux FluxOr; hits give low values; AID 720553, 2013; Potassium voltage-gated channel subfamily H member 2, brain isoform KCNH2 3.1 (human); activity change, % (tested at about 1.8 µM);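 active = maximum activity change below -70%; inconclusive = maximum activity change from -70% to -50%; inactive = maximum activity change above -50%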;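 note: thallium influx rate constant from kinetic fluorescence after stimulation buffer; % is set by controls: 0 for no effect and ±100 for the full control effect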
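Thallium flux read-out: FluxOr dye with Red40 quencher in HBSS/HEPES, 45 min at RT. Rate constants from kinetic reads were normalized to positive and negative DMSO controls. Cells: U2OS virally expressing the 3.1 isoform.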
FLuc modulator = qHTS profiling assay for firefly luciferase inhibitor/activator using purifed enzyme and Km concentrations of substrates (counterscreen for miR-21 project); Luciferin 4-monooxygenase (Photinus pyralis), P08659; purified FLuc, Km substrates, luminescence inhibition; Potency, µM (titrated, usually from 57.5 µM), for the others: top-dose activity change, negative = inhibition, most hits filed as inhibitors; 360,000 compounds, 6.9% hits;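 note: potency is the fitted concentration of half-maximal effect; plate controls were vehicle for no effect and reference inhibitor for full effect; nearly all actives have a fitted effect of over 55% in size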
Target sequence (P08659 whole entry, looked up): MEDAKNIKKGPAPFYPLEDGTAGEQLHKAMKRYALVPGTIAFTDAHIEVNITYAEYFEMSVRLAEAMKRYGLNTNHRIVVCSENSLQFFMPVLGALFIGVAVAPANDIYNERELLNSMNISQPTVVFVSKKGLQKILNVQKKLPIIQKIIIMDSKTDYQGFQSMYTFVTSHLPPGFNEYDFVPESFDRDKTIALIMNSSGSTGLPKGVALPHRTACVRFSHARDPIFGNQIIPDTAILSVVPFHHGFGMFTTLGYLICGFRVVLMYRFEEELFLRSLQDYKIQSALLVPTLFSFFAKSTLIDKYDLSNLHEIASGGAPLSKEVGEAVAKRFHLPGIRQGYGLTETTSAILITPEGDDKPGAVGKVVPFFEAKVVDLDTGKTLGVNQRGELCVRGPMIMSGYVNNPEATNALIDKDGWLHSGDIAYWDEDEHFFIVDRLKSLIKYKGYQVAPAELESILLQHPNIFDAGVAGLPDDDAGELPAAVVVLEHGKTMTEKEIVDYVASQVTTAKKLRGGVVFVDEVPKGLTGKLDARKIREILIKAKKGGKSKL
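Biochemical qHTS of compounds, final roughly 60 µM downward over six points, against 10 nM purified firefly luciferase using Km concentrations of substrates (10 uM D-luciferin, 10 uM ATP) in Tris acetate pH 7.5 buffer; luminescence output.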
PKM2 act = qHTS Assay for Activators of Human Muscle isoform 2 Pyruvate Kinase. Pyruvate kinase PKM (Homo sapiens), P14618. purified PKM2, Kinase-Glo ATP luminescence, activation; response scale: 0% is enzyme alone, no compound. Potency, µM (top dose mostly 57.5 µM), for inactives: at the highest dose activation, usual class: activators. 260,000 compounds, 0.34% hits. AID 1631, 2009; note: potency is the fitted concentration of half-maximal effect; % is set by controls: 0 for no effect and ±100 for the full control effect; nearly all actives have a fitted effect of over 55% in size
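Kinase-Glo luminescence reports ATP generated from ADP (0.1 mM) and PEP (0.5 mM) by purified hPK-M2 after 1 h at room temperature, pH 7.2 imidazole buffer; intermediate enzyme activity allows detecting inhibitors and activators.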
VP16 counter = VP16 counterscreen qHTS for inhibitors of ROR gamma transcriptional activity. Drosophila S2 Gal4-VP16 UAS-luciferase, luminescence, 20 h. Potency, µM (top dose mostly 53.6 µM), without a hit: at the highest dose activity, negative = inhibition, most hits filed as inhibitors. 310,000 compounds, 3.5% hits. AID 2546, 2010;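 note: Gal4-VP16 expression switched on by copper sulfate through the metallothionein promoter; potency is the fitted concentration of half-maximal effect; % is set by controls: 0 for no effect and ±100 for the full control effect; nearly all actives have a fitted effect of over 50% in size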
Mito fusion act = qHTS Assay for Small Molecule Inhibitors of Mitochondrial Division or Activators of Mitochondrial Fusion; S. cerevisiae fusion-defective mutant growth rescue, CellTiterGlo 48 h; Potency, µM (series often up to 46.1 µM), without a hit: at the top dose growth rescue (activation), hits mostly activators; 320,000 compounds, 0.23% hits;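 note: potency is the fitted concentration of half-maximal effect; % of control where 0% means no effect; nearly all actives have a fitted effect of over 45% in size; temperature-sensitive fusion mutants such as fzo1-1 at 37 °C on non-fermentable ethanol glycerol medium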
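Yeast fusion mutant, YPEG (non-fermentable carbon), compound, 48 h at 37C non-permissive; CellTiterGlo added, 10 min RT, luminescence read. Rescued growth = division inhibition.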
NPC1 prom act = qHTS Assay for NPC1 Promoter Activators; Potency, µM (series often up to 9.22 µM), inactives show at the top dose activation, usual class: activators; Huh7 NPC1 promoter luciferase reporter, 24 h; 320,000 compounds, 2.4% hits;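 note: potency is the fitted concentration of half-maximal effect; % of control where 0% means no effect; nearly all actives have a fitted effect of over 60% in size; reporter is driven by a mutant NPC1 promoter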
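Stable NPC1-promoter luciferase Huh7 line; cpd (DMSO) 24 h, 37 °C, 5% CO2; Amplite luciferase reagent 10 min RT; luminescence readout. qHTS format.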
ELG1 DNA repair = qHTS screen for small molecules that inhibit ELG1-dependent DNA repair in human embryonic kidney (HEK293T) cells expressing luciferase-tagged ELG1; HEK293T ELG1-luciferase reporter, luminescence, 16 h; DNA damage induced by 5-fluorouridine; Potency, µM (top dose mostly 46.1 µM), inactives show at the top dose activity change, negative = inhibition, usual class: inhibitors; 330,000 compounds, 2.3% hits; note: potency is the fitted concentration of half-maximal effect; % is set by controls: 0 for no effect and ±100 for the full control effect; nearly all actives have a fitted effect of over 55% in size
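Overnight (16 hr) co-exposure of 2,000 cells/well to 5-fluorouridine and compound at 37 °C preceded detection. Luciferase was quantified via ONE-Glo luminescence; loss of signal denotes inhibition.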
Menin-MLL TR inh = qHTS Assay for Inhibitors Targeting the Menin-MLL Interaction in MLL Related Leukemias: Competition With Texas Red Labeled MLL-derived Mutant Peptide | Menin + Texas Red MLL mutant peptide, fluorescence polarization | Potency, µM (top dose mostly 61.6 µM), without a hit: at the top dose FP activity change, negative = inhibition, usual class: inhibitors | 270,000 compounds, 0.23% hits; active = well fitted inhibition curve with a large enough effect in the polarisation, with a control signal flat, not every such curve was filed as active; inconclusive = small, poorly fitted or top-dose-only effect, or effect the other way, or a change in a side signal; inactive = no such curve, though single readings can be large or run the other way; the % refers to the polarisation; note: potency is the fitted concentration of half-maximal effect; % of control where 0% means no effect; many of its hits are not listed in these tables
Rab9 prom act = qHTS Assay for Rab9 Promoter Activators; Huh7 Rab9 promoter-luciferase reporter, luminescence, 24 h; Potency, µM (doses to about 9.22 µM), for the others: at the highest dose activation, negative = inhibition, most hits filed as activators; 320,000 compounds, 2.8% hits; note: potency is the fitted concentration of half-maximal effect; % of control where 0% means no effect; nearly all actives have a fitted effect of over 60% in size
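Huh7 cells stably carrying a Rab9 promoter-luciferase reporter, 1500 cells per well in OP-MEM I with 10% FBS, treated with compound 24 hours at 37C. Luciferase activity read by luminescence after 10 minutes with Amplite reagent.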
MBNL1-CUG inh = qHTS Assay for Inhibitors of MBNL1-poly(CUG) RNA binding; Muscleblind-like protein 1 (Homo sapiens), Q9NR56; 280,000 compounds, 0.036% hits; TR-FRET MBNL1-His/biotin-(CUG)12 binding, 665/545 ratio; Potency, µM (top dose mostly 57.5 µM), for inactives: at the top dose activity change, negative = inhibition, most hits filed as inhibitors; active = well fitted inhibition curve with a large enough effect in the signal ratio, with a control signal flat, not every such curve was filed as active; inconclusive = small, poorly fitted or top-dose-only effect, or effect the other way, or a change in a side signal; inactive = no such curve, though single readings can be large or run the other way; the % refers to the signal ratio; note: potency is the fitted concentration of half-maximal effect; % is set by controls: 0 for no effect and ±100 for the full control effect
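His-tagged MBNL1 binding to biotinylated (CUG)12 RNA was measured by TR-FRET using terbium anti-His antibody (0.055 ng/ul final) and streptavidin-XL665 (5 nM final). Compounds were titrated 92 nM to 58 uM; 60 min at room temperature.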
* hit, by the source's call; ? = inconclusive; . = not tested or not shown; [ ] = another dose, or the depositor's remark. Unless noted, calls come from the whole dose curve; as a rule, active = well fitted curve in the direction sought with a large enough effect; inconclusive = small, poorly fitted or top-dose-only effect, or another doubt; inactive = no such curve, though single readings can be large; an effect the other way counts as inactive or inconclusive. The list is partial; rates above refer to the full screens.

item	Molecule	RORgamma inh	KCNH2 3.1 block	FLuc modulator	PKM2 act	VP16 counter	Mito fusion act	NPC1 prom act	ELG1 DNA repair	Menin-MLL TR inh	Rab9 prom act	MBNL1-CUG inh
1	COc1ccccc1Oc1coc2cc(OC(=O)N3CCOCC3)ccc2c1=O	?	23	3%	6%	6%	-2%	2%	28%	0%	-1%	0%
2	CN1CCCN(S(=O)(=O)c2ccc3c(c2)OCCO3)CC1	-7%	4	-2%	3.5µM*	-4%	-1%	-4%	-1%	-9%	-2%	2%
3	CC1(C)CC(=O)C2=C(C1)N=C1c3ccccc3C(=O)C1C2c1ccc(Cl)cc1 (stereo unspecified)	1%	-33	-17%	16%	15%[0.365 µM]	16%	-3%	?	?	-8%	?
4	CCN(CC)C(=O)COc1ccc(CC(=O)O)cc1OC	-14%	-1	0%	0%	-2%	-1%	-3%	3%	0%	8%	8%
5	Cc1ccc(/C(N)=N/OC(=O)CSc2ccccc2)cc1	19%	-3	1.7µM*	-1%	?	0%	2.5µM*	?	18%	3.5µM*	-8%
6	COc1ccc(S(=O)(=O)N2CCCOC2CNC(=O)C(=O)NCc2cccnc2)cc1 (stereo unspecified)	13%	2	1%	-9%	-6%	2%	-11%	14%	.	-8%	-6%
7	CCOC(=O)c1cc2occc2n1CC(=O)N1CCOCC1	3%[10 µM]	-28	-5%	-4%	3%	-1%	10%	6%	2%	0%	-16%
8	CCCCCC1C(=O)C[C@@H]2CCN3C(=O)CCC[C@H]1[C@H]23 (stereo partly specified)	-2%[96.6 µM]	16	.	.	-1%[96.6 µM]	.	.	1%	0%[94.6 µM]	.	.
9	COc1cc(C(=O)Nc2cccc(S(=O)(=O)N3CCCC3)c2)cc(OC)c1C	3%	-3	-17%	6%	-2%	6%	-4%	29µM*	.	-5%	-2%
10	O=C(Nc1cccc(S(=O)(=O)N2CCCCC2)c1)c1ccccn1	11%	-8	1%	-1%	4%[10 µM]	-4%	-1%	4%	15%	3%	-17%
11	CCN(CC)C(=O)Oc1cc(=O)n2c3c(cccc13)CCC2	43%	-3	-12%	5%	0%	-28%	-5%	6%	-21%	-2%	18%[11.5 µM]
12	NC(=O)COC(=O)C1c2ccccc2Oc2ccccc21	10%	11	5%	.	-8%	7%	-8%	6%	-44%	1%[1.84 µM]	-16%

The final 2 records of the section before open the next one.
item	Molecule	RORgamma inh	KCNH2 3.1 block	FLuc modulator	PKM2 act	VP16 counter	Mito fusion act	NPC1 prom act	ELG1 DNA repair	Menin-MLL TR inh	Rab9 prom act	MBNL1-CUG inh
11	CCN(CC)C(=O)Oc1cc(=O)n2c3c(cccc13)CCC2	43%	-3	-12%	5%	0%	-28%	-5%	6%	-21%	-2%	18%[11.5 µM]
12	NC(=O)COC(=O)C1c2ccccc2Oc2ccccc21	10%	11	5%	.	-8%	7%	-8%	6%	-44%	1%[1.84 µM]	-16%
13	O=C(CCC1CCCN(Cc2ccncc2)C1)NCc1ccc(F)c(F)c1 (stereo unspecified)	-1%	25	0%	-3%	2%	-6%	-4%	7%	-11%	-1%	-9%
14	CCOC(=O)N1CCC(NC(=O)CCC(=O)N2CC(C)Oc3ccc(Cl)cc32)CC1 (stereo unspecified)	29%	2	8%	-9%	-1%	2%	0%	?	4%	-1%	-11%
15	CC1(C)C(=O)Nc2ccccc2N1C(=O)COC(=O)COc1cccc(C(F)(F)F)c1	.	-8	-1%	.	.	-2%	-1%	-1%	.	1%	.
16	C=CCOc1ccc2cccc(/C=N/NC(=O)c3cc4cc([N+](=O)[O-])ccc4s3)c2c1	28%	-10	-2%	-1%	-3%	3%	-2%	?	25%	7%	0%
17	Cc1cccc(C2c3[nH]c4ccccc4c3CCN2C(=O)c2ocnc2C)n1 (stereo unspecified)	-13%	-9	-3%	13%	-1%	-4%	-3%	-16%	?	-1%	-25%
18	CCN(CC)CCN(C(=O)C1=COCCO1)c1nc2cc3c(cc2s1)OCO3	1%	1	0%	-2%	-15%[10 µM]	-12%	0%	-6%	5%	6%	-13%
19	Cc1cccc(C)c1NC(=S)NN1CCN(C)CC1	-18%	-1	8%	-5%	1%	0%	-1%	?	-14%	15%	12%
20	O=C(COc1ccc(Cl)cc1Br)NC1CC1	.	7	13µM*	.	.	-3%	?	?	.	28%	.
21	O=C(O)/C=C/c1cn(-c2ccccc2)nc1-c1cccc([N+](=O)[O-])c1	?	1	?	2%	2%	7%	-2%	17%	.	-10%	.
22	Cc1ccc(NC(=O)c2oc3ccccc3c2NC(=O)C2CCCO2)cc1C (stereo unspecified)	17%	10	?	-14%	2%	-1%	2.8µM*	?	33%[activator]	2.5µM*	4%
23	O=C(NCC(=O)N1CCN(C/C=C/c2ccccc2)CC1)c1ccc(OC(F)F)cc1	.	?	5%	.	.	2%	-3%	?	.	-7%	.
24	CCN(CC)S(=O)(=O)c1ccc(Cl)c(NC(=O)c2ccc(C#N)cc2)c1	?	-37	1%	1%	9%	3%	-3%	?	3%	-3%	.

(list continues)
item	Molecule	RORgamma inh	KCNH2 3.1 block	FLuc modulator	PKM2 act	VP16 counter	Mito fusion act	NPC1 prom act	ELG1 DNA repair	Menin-MLL TR inh	Rab9 prom act	MBNL1-CUG inh
25	COc1ccc(-c2csc(NC(=O)Cc3ccccc3F)n2)c(OC)c1	-6%	-3	?	.	-1%	2%	5%	?	.	11%	0%
26	NC(=O)Cc1nc(-c2ccccc2)cs1	13%	6	-7%	-5%	6%	1%	3%	18%	-1%	1%	-2%
27	CSc1nc(=S)n(-c2cc(C)ccc2C)c(C)c1C(C)=O	?	4	0%	.	-10%	-18%	-4%	0%	-13%	-3%	1%
28	COc1ccc(C(=O)CSc2nnc(NC(=O)C3CC(=O)N(c4cccc(OC)c4)C3)s2)cc1 (stereo unspecified)	-9%	-5	5%	-3%	-3%	-4%	1%	-8%	-1%	-1%	.
29	COc1ccccc1N(C(=O)c1ccco1)C(C(=O)NC1CCCCC1)c1cc(OC)c(OC)c(OC)c1 (stereo unspecified)	1%	-12	3%	.	-6%	9%	1%	-8%	.	0%	-3%
30	O=C(CC(=O)Nc1ccccc1[N+](=O)[O-])Nc1ccccc1[N+](=O)[O-]	20%	3	-2%	.	1%	4%	0%	0%	?	6%	?
31	COc1cc(OC)cc(-c2nnc(Nc3nc4c(F)cccc4s3)o2)c1	0.71µM*	12	?	7.1µM*	1.6µM*	-1%	6%	0%	?	5%	4%
32	CC1(C)CC(NC(=O)C2CCC(=O)N(C3CC3)C2)CC(C)(C)C1 (stereo unspecified)	-16%	1	1%	.	-7%	-1%	-1%	8%	-4%	2%	-11%
33	Nc1ncc(Br)cc1S(=O)(=O)N1CCCCCC1	-8%	-2	1%	.	4%	5%	2%	-2%	.	-2%	5%
34	O=C(Nc1ccc(Cl)c([N+](=O)[O-])c1)c1ccco1	.	16	-17%	-1%	.	0%	-1%	9%	19%	15%	?
